TDP1 block – TDP1 (human) enzyme inhibition; recombinant TDP1, AlphaScreen DNA substrate cleavage; 350,000 compounds, 0.28% hits; Q9NUW8; Potency, µM (titrated, usually from 130 µM), inactives show at the highest dose activity change, negative = inhibition, actives largely listed as inhibitors; AID 485290; also: nearly all actives have a fitted effect of over 40% in size
Target sequence (Q9NUW8 whole entry, looked up): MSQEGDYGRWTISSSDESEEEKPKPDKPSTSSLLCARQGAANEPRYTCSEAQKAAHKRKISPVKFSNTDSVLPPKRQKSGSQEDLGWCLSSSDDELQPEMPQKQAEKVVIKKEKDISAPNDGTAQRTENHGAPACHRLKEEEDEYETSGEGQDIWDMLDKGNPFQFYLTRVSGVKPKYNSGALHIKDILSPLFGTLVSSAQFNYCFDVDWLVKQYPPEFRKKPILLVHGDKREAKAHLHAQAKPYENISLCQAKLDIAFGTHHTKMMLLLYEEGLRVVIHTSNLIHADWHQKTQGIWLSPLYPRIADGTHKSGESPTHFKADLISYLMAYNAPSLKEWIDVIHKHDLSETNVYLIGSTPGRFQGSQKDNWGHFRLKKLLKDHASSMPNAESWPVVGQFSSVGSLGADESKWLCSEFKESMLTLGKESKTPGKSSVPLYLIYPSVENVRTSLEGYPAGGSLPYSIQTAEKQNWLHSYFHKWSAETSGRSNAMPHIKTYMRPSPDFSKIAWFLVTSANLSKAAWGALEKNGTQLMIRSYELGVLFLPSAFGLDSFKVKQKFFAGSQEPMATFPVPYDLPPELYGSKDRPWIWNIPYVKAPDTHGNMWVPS
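Recombinant E. coli-expressed Tdp1 (1 nM) preincubated with compound 15 min at RT, then 5'-biotin/3'-phosphotyrosine-FITC DNA substrate (15 nM) added for 5 min. AlphaScreen beads (10 ug/ml) added, 10 min RT; tyrosine-FITC cleavage read as signal loss.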
FEN1 inh – inhibitors of human flap endonuclease 1; Potency, µM (series often up to 114 µM), without a hit: top-dose activity change, negative = inhibition, actives largely listed as inhibitors; P39748; Recombinant FEN1 flap cleavage, fluorescence, 15 min; 390,000 compounds, 0.35% hits; also: nearly all actives have a fitted effect of over 65% in size
Target sequence (P39748 whole entry, looked up): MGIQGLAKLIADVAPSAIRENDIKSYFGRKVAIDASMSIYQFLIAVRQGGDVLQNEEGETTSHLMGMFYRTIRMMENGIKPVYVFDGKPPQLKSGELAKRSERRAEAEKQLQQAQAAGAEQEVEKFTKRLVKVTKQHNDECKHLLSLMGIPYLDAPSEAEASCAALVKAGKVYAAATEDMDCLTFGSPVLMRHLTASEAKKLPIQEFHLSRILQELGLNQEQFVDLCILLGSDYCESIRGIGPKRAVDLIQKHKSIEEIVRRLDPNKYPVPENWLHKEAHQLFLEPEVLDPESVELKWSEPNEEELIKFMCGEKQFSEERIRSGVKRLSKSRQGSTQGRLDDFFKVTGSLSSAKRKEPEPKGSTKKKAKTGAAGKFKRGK
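Nuclease activity of 10 nM FEN1 was measured after 15 min of room-temperature exposure to titrated compounds, by adding 50 nM flap substrate and reading plates at 0 and 15 min.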
N370S GC – N370S glucocerebrosidase modulation, Gaucher chaperone candidate. P04062. N370S GC spleen homogenate, 4MU-glucoside fluorescence. Potency, µM (highest dose often 59.4 µM), for inactives: at the top dose activity change, negative = inhibition, hits mostly inhibitors. 330,000 compounds, 0.092% hits. AID 2101;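 also: 0% = full enzyme activity and -100% = no enzyme basal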
* marks the source's active call; other numbers are inactive results; ? = inconclusive; · = not tested or not shown; & = joins results of further samples; [ ] = remark or other dose. Calls follow the shape of the dose curve; as a rule, active = well fitted curve in the direction sought with a large enough effect; inconclusive = small, poorly fitted or top-dose-only effect, or another doubt; inactive = no such curve, though single readings can be large; an effect the other way counts as inactive or inconclusive. Unless noted, % is scaled to controls: 0 for no effect and ±100 for the full control effect; potency is read from the fitted curve at half-maximal effect.

SMILES	TDP1 block	FEN1 inh	N370S GC
COc1ccc(CNC(=O)CN2C(=O)CSc3ccc(S(=O)(=O)N(C)C)cc32)cc1	2.6%	5.6%	·
C=CCn1c(N2CCOCC2)nc2c1c(=O)[nH]c(=O)n2C	0.0%	1.2%	-0.2%
O=C(NCCc1c[nH]c2ccccc12)/C(=C\c1ccco1)NC(=O)c1ccco1	9.5%	-4.8%	6.8%
CC(C)[C@@H](OCc1ccccc1)[C@H](C)/C=N\O[C@@H](C)c1cn([C@@H]2COC[C@@H]2O)nn1	6.9%[21 µM]	·	3.8%[12.8 µM]
CCOC(=O)C(C)Sc1nnc(CSc2nc3nc(C)cc(C)n3n2)o1 (stereo not given)	-0.6%	8.3%	-6.5%
Cc1cc(C)cc(-n2nnnc2SCC(=O)N2CCOCC2)c1	0.0%	5.1%	9.8%
Cc1cc(C)cc(N(C(=O)C(F)(F)F)C(C(=O)NC2CCCCC2)c2cccs2)c1 (stereo not given)	-2.0%	5.1%	?
CCc1cc(=O)oc2c(C)c(OC(C)C(=O)N3CCC[C@@H]3C(=O)O)ccc12 (stereo not given in full)	·	17.4%	6.1%
CCc1ccc(C(=O)c2cn(CC(=O)Nc3cc(C)ccc3C)c3nc(C)ccc3c2=O)cc1	2.6%	-5.7%	·
COc1cc(CC(=O)OCC(=O)NC2CCCC2)cc(OC)c1OC	2.2%	7.9%	·
O=[n+]1c2c(n([O-])c3cc(F)ccc31)CCCC2	-2.8%	-1.3%	0.6%
Cc1onc(-c2c(F)cccc2Cl)c1C(=O)c1ccccc1O	0.0%	12.6%	-6.4%
COc1ccc(N2CCN(S(=O)(=O)CCNC(=O)COc3ccccc3F)CC2)cc1	5.3%	-8.6%	·
CCCNC(=O)CN1C(=O)c2ccccc2Sc2ncccc21	·	4.1%	-4.0%
COc1ccc(/C=N/NC(=O)CNC(=O)c2ccc(S(=O)(=O)N3CCCC3)cc2)c(OC)c1	6.0%	-9.4%	-3.0%
O=C(CCc1nc2ccccc2[nH]1)N1CCN(C(=O)c2ccco2)CC1	0.0%	-0.1%	4.0%
Clc1ccc2nc(CSc3nncn3-c3ccccc3)cn2c1	2.9%	0.2%	3.4%
CNC(=O)COC(=O)c1cc(-c2ccc(OC)cc2)nc2ccccc12	0.6%	-22.5%	6.0%
CCOC(=O)c1c(N)n(-c2cccc(C)c2C)c2nc3ccccc3nc12	-3.1%[12.3 µM]	-15.6%	·
CC1=Nc2cc(C(=O)NC3CCCC3)ccc2Sc2ccc(C)cc21	5.0%	-8.1%	·
CC(C)(C)n1ncc2c(=O)n(CC(=O)N3CCCc4ccccc43)cnc21	0.0%	-3.9%	-6.3%
Cc1ncc(CN2CCCC(C(=O)Nc3ccc(-n4ccnc4C)cc3)C2)cn1 (stereo not given)	5.4%	-6.6%	2.5%
CCOC(=O)CNS(=O)(=O)c1cc(-c2nnc(Nc3ccc4c(c3)OCO4)c3ccccc23)ccc1C	-2.6%	-0.5%	21.3%
CC(C)c1ccc(NS(=O)(=O)c2ccc(Cl)nc2)cc1	5.8%	-8.2%	-0.2%
CCCCOc1ccc(NC(=O)CCSc2nccn2C)cc1	5.9%	2.9%	6.6%
O=C(NC1CC1)C1CCN(C2CCN(C(=O)Cc3ccc4c(c3)OCO4)CC2)CC1	-2.8%	-3.4%	6.7%
CC(=C\C(=O)O)/C(=C/c1ccc(C)o1)C(=O)O	·	7.1%	-5.4%
COc1cccc(CN(C)Cc2cc(=O)oc3cc(O)c(Cl)cc23)c1	·	-3.7%	?
Cc1cccc(-c2nc(CSc3nncn4c3cc3sccc34)c(C)o2)c1	0.0%	0.6%	·
Cc1ccc2c(c1)c(=O)c(S(=O)(=O)c1ccc(C)c(C)c1)cn2CC(=O)Nc1ccccc1	3.8%	0.7%	·
CC(=O)NNc1ncnc2c1cnn2-c1ccccc1	6.3%&7.8%	28.3%&2.9%	-8.5%
Cc1coc2cc3oc(=O)c(CCC(=O)NCCN4CCOCC4)c(C)c3cc12	·	-3.4%	-6.4%
CCC(Oc1ccccc1)C(=O)Nc1ccccc1C(=O)N1CCN(C)CC1 (stereo not given)	3.1%	-1.9%	4.4%
CC(C)c1nc2sc3c(=O)[nH]cnc3c2c2c1CCCC2	-1.2%	-6.7%	2.2%
Cc1ccccc1NC(=O)[C@H](CSCc1ccccc1)N1Cc2ccccc2C1=O	1.2%	-5.8%	·
O=C(C1CCCN(Cc2ccccc2)C1)N1CCc2ccccc2C1 (stereo not given)	·	-2.4%	-10.1%[12.8 µM]
Cn1c(=O)c2c(ncn2CC(=O)OCC(=O)Nc2ccc(Cl)cc2)n(C)c1=O	-2.6%	6.9%	16.6%
O=C(c1ccncc1)N1CCN(S(=O)(=O)c2cccc([N+](=O)[O-])c2)CC1	·	1.8%	-8.3%
CC(=O)N1CCCc2cc(S(=O)(=O)Nc3ccc4c(c3)OCO4)ccc21	1.0%	-4.2%	5.3%
COc1cc([N+](=O)[O-])ccc1NC(=O)Cn1ccsc1=N	·	4.2%	-8.9%
CCc1nn(CC(=O)NC2CC2)c(=O)c2cc3c(OC)cccc3n12	4.9%	-2.6%	·
Cc1ccccc1-c1noc(CCC(=O)Nc2cccc(C)c2C)n1	0.0%	-1.9%	·
COC(=O)C1=C(C)NC(=O)/C1=C\c1cc(C)n(-c2cccc(C)c2)c1C	9.8%	-20.0%	23.7%
COc1ccc(/C=C/C(=O)Nc2ccc(-c3nnc4n3CCCCC4)cc2)c(OC)c1	2.3%	1.0%	7.0%
C[C@H](NCc1ccccc1)c1ccccc1	6.2%	·	-1.6%
NC(=O)COc1ccc(C2c3c(oc4ccccc4c3=O)C(=O)N2CC2CCCO2)cc1 (stereo not given)	3.1%	-6.1%	-18.5%
COc1ccc(C(=O)NC(=S)Nc2ccc3oc(=O)ccc3c2)cc1	5.6%	-0.2%	12.1%
O=C(Nc1ccccc1Cl)c1ccc(=O)[nH]n1	·	-13.1%	-2.2%
Cc1nc(NCc2ccccc2)c2nc(-c3ccccc3)n(CCCN3CCCCC3C)c2n1 (stereo not given)	6.3%	·	-25.2%
Cc1cc(NC(=O)CSc2nnc(N)s2)c([N+](=O)[O-])cc1C	5.0%	-0.6%	-1.5%

3 records picked at random from the list so far:
SMILES	TDP1 block	FEN1 inh	N370S GC
Cc1ccccc1-c1noc(CCC(=O)Nc2cccc(C)c2C)n1	0.0%	-1.9%	·
COc1ccc(/C=C/C(=O)Nc2ccc(-c3nnc4n3CCCCC4)cc2)c(OC)c1	2.3%	1.0%	7.0%
COc1ccc(C(=O)NC(=S)Nc2ccc3oc(=O)ccc3c2)cc1	5.6%	-0.2%	12.1%

Reformatted with each value named: part of the list above
C[C@H](NCc1ccccc1)c1ccccc1
  TDP1 block = 6.2%	FEN1 inh = ·	N370S GC = -1.6%
O=C(Nc1ccccc1Cl)c1ccc(=O)[nH]n1
  TDP1 block = ·	FEN1 inh = -13.1%	N370S GC = -2.2%
COc1ccc(C(=O)NC(=S)Nc2ccc3oc(=O)ccc3c2)cc1
  TDP1 block = 5.6%	FEN1 inh = -0.2%	N370S GC = 12.1%
Cc1ccccc1-c1noc(CCC(=O)Nc2cccc(C)c2C)n1
  TDP1 block = 0.0%	FEN1 inh = -1.9%	N370S GC = ·

The results go on.
SMILES	TDP1 block	FEN1 inh	N370S GC
Cc1ccc(C)c(CN2C(=O)C(O)(c3c[nH]c4ccccc34)c3ccccc32)c1 (stereo not given)	0.6%	-13.5%	·
O=C(CN1C(=O)NC2(CCCCC2)C1=O)N1CCN(S(=O)(=O)c2ccc(Cl)s2)CC1	0.4%	19.8%	·
COc1ccc(N2CCN(CCS(=O)(=O)c3cc(Cl)ccc3Cl)CC2)cc1	4.9%[56.1 µM]	-2.3%	·
COCCCNC(=O)C1CCN(c2cc(C)nc3c(-c4ccc(OC)c(OC)c4)c(C)nn23)CC1	5.8%	8.1%	·
Oc1nc(Nc2ccccc2)sc1/C=C1\C=Nc2ccccc21	5.5%	2.1%	19.9%
CCCCOc1ccccc1C1CC(=O)Nc2ccc3ccccc3c21 (stereo not given)	5.0%	-6.5%	·
O=S(=O)(NC1CCC(NS(=O)(=O)c2c(F)cccc2F)CC1)c1ccc2c(c1)OCCO2 (stereo not given)	2.6%&1.0%	-5.2%	·
N#Cc1c[nH]n2c(NC3CCCC3)c(-c3cccc(Br)c3)nc12	5.7%	-19.0%	·
COc1ccccc1/C=C/C=N/NC(=O)Cc1cccn1C	6.8%	-4.1%	-21.4%
CC(=O)Nc1cccc(/C(C)=N/Nc2nc3ccccc3s2)c1	0.0%	-3.3%	7.5%
Cc1cccc(NC(=O)CCSc2nc(C)cc(C)n2)c1	1.9%	-1.3%	8.7%
OCCC1CN(Cc2cnc(-c3ccccc3)s2)CCN1C1CCCC1 (stereo not given)	6.0%	0.5%	-7.9%
CC1C(=O)N2CCCc3cc(S(=O)(=O)Nc4ccc(Br)cc4F)cc1c32 (stereo not given)	5.4%	-13.4%	·
Cn1cccc1C(=O)c1ccc(Cl)cc1Cl	2.0%	-1.1%	5.6%
Cn1nnnc1SCc1cccc(CSc2nnnn2C)n1	-2.1%	-2.4%	9.6%
CCN(CC)S(=O)(=O)c1ccc(/C=C/C(=O)OCC(=O)NNC(=O)c2ccc(OC)cc2)cc1	1.5%	3.0%	·
CC1CC(O)C(C)CN1 (stereo not given)	·	1.7%	-10.7%
COC(=O)c1cc(NC(=O)C2CC(=O)NC(=NCc3ccc(OC)cc3)S2)cc(C(=O)OC)c1 (stereo not given)	6.0%	-4.9%	5.2%
CC(=O)c1ccc(NC(=O)C(C)Sc2nnnn2C)cc1 (stereo not given)	2.1%	3.1%	-3.7%
Fc1ccc(Nc2nc(SCc3cccc(F)c3)nc3ccccc23)cc1	-8.3%	-9.0%	·
NC(=O)C1CCN(C(=O)c2ccc(OCC(=O)Nc3cccc(C(F)(F)F)c3)cc2)CC1	·	-0.1%	-17.3%
O=C(CN(C(=O)c1csnn1)c1cccc2c1CCCC2)NCc1ccc(F)cc1	-7.5%	-1.1%	-6.5%
CN1CCN(Cc2ccc(OCc3ccccc3)cc2)CC1	-2.0%	10.6%	-2.0%[2.35 µM]
O=c1c([N+](=O)[O-])cc(C(F)(F)F)cn1Cc1c(Cl)cccc1Cl	0.0%	5.8%	-12.1%
CCC(CC)C(=O)Nc1cccc(C(=O)Nc2ccc(S(N)(=O)=O)cc2)c1	0.0%	11.2%	1.9%
Cc1ccn2c(=O)nc(SCC(=O)N3CCC(Cc4ccccc4)CC3)nc2c1	-6.0%	-3.6%	-0.1%
Cc1ccc(OCCNC(=O)CCNS(=O)(=O)c2ccc3ccccc3c2)cc1	1.7%	12.2%	·
FC(F)(F)c1ccccc1NC(=S)N1CCCCCC1	-2.1%	18.2%	3.7%
CC(C)Cn1cnc2c1c(=O)[nH]c(=O)n2Cc1ccccc1	·	12.1%	5.4%
O=C1CCCC(NCCCCCCNC2=C([N+](=O)[O-])C(=O)CCC2)=C1[N+](=O)[O-]	-7.1%	-2.7%	-6.5%
Cc1cc(NC(=O)CCCn2nc(C)c([N+](=O)[O-])c2C)no1	1.6%	17.6%	9.6%
N#Cc1c(N2CCCCC2)nc(N)c2c(N)nc3c(c12)CC(c1ccccc1)O3 (stereo not given)	0.0%	?	5.8%[12.8 µM]
CCOc1cc(/C=N/NC(N)=O)cc(Br)c1OCc1ccccc1F	1.9%	-11.6%	0.2%
O=C(COC(=O)COc1ccc(Cl)cc1)NC1CCCC1	-0.6%[56.1 µM]	-0.3%	·
Cc1ccc(-n2c(Cc3cccc4ccccc34)n[nH]c2=S)c(C)c1	5.1%	-20.1%	2.9%
Cc1ccccc1OCCCC(=O)Nc1ccc2c(c1)OCO2	5.2%	-10.7%	2.7%
CCOC(=O)c1c(C#N)cnn1-c1ccc(C)cc1	0.0%	0.5%	-19.4%
COC(=O)c1ccccc1NC(=O)Cn1c(=O)n(-c2cccc(C(F)(F)F)c2)c(=O)c2c(C)c(C)sc21	4.5%	-2.0%	·
Cc1ccc(C(=O)CCC(=O)NN2C(=O)NC3(CCCCC3)C2=O)cc1	2.0%	4.6%	2.3%
CCOc1ccc(CN2CCC(C(=O)N3CCN(c4ccccc4F)CC3)CC2)cc1OC	1.1%	-3.4%	-14.8%
COc1ccc(-c2cnc(N)nc2-c2ccc(OC)cc2)cc1	·	?	-1.7%
CCOc1cc(CNCC(O)c2ccccc2)cc(Cl)c1OC (stereo not given)	3.6%	-4.4%	-3.9%
COc1ccccc1C1CC(c2cccc(NS(C)(=O)=O)c2)=NN1S(=O)(=O)c1ccccc1 (stereo not given)	6.8%	-12.2%	-2.1%
Cc1cc2c(cc1NC(=O)c1ccccc1C)n(C)c(=O)c(=O)n2C	4.5%	1.0%	·
O=C(CSc1nnc(Cc2ccsc2)o1)c1ccccc1	·	1.1%	14.3%
COc1ccc(-c2nnc3sc(-c4cccs4)nn23)cc1OC	2.1%	-5.7%	-0.5%
